TcdB inh = blocks C. difficile toxin B glycohydrolase activity; inhibition, % at 9.99 µM; TcdB glycohydrolase enzymatic assay, plate reader; 350,000 compounds, 0.24% hits; P18177; in the data active = inhibition above about 10%
Mtb BioA inh = blocks M. tuberculosis BioA enzyme activity; inhibition, % at 9.99 µM; purified M. tuberculosis BioA enzyme, plate reader; 360,000 compounds, 0.096% hits; in the data active = inhibition above about 40%
Starred values were filed as active, the others as inactive. A portion of the library. The share of hits here may be higher or lower than overall.

SMILES	TcdB inh	Mtb BioA inh
Cc1ccc(S(=O)(=O)N(C)C[C@@H]2OCCCC[C@H](C)Oc3ccc(NS(=O)(=O)c4cccs4)cc3C(=O)N([C@@H](C)CO)C[C@H]2C)cc1	0.0	5.1
COc1ccccc1CNC(=O)C[C@H]1C=C[C@@H](NC(=O)CN(C)C)[C@@H](CO)O1	-0.5	-3.4
C[C@H]1CN([C@@H](C)CO)C(=O)c2cc(NC(=O)NC3CCCCC3)ccc2O[C@@H]1CN(C)C(=O)Nc1ccc2c(c1)OCO2	-1.6	0.3
C[C@@H]1CN([C@@H](C)CO)C(=O)c2cccc(NS(=O)(=O)c3ccc(Cl)cc3)c2O[C@@H]1CN(C)CC1CCCCC1	0.8	-0.7
COCC(=O)N1C[C@H](C)[C@@H](OC)CN(C)C(=O)c2cc(NC(=O)c3ccc(F)cc3)ccc2OC[C@@H]1C	-0.2	-1.0
C[C@H]1CN([C@@H](C)CO)C(=O)c2cccc(NC(=O)Nc3ccc(C(F)(F)F)cc3)c2O[C@@H]1CN(C)Cc1ccc(-c2ccccc2)cc1	0.8	-0.9
COc1ccc(NC(=O)Nc2ccc3c(c2)[C@H]2C[C@H](CC(=O)N4CCCCC4)O[C@@H](CO)[C@H]2O3)cc1	-0.5	-1.2
C[C@@H]1CCCCO[C@H](CN(C)CC2CCCCC2)[C@H](C)CN([C@H](C)CO)C(=O)c2cc(NS(=O)(=O)c3cccs3)ccc2O1	0.0	1.2
C[C@H](CO)N1C[C@H](C)[C@H](CN(C)Cc2ccncc2)Oc2c(NC(=O)c3ccncc3)cccc2C1=O	1.1	-4.0
COCC(=O)N1C[C@@H](C)[C@@H](OC)CN(C)C(=O)c2ccc(NC(=O)C3CCC3)cc2OC[C@H]1C	-1.1	0.4
C[C@H]1CN([C@@H](C)CO)S(=O)(=O)c2ccc(C3=CCCC3)cc2O[C@H]1CN(C)C	-7.3	0.3
C[C@@H]1CCCCO[C@H](CN(C)C(=O)NC2CCCCC2)[C@@H](C)CN([C@H](C)CO)C(=O)c2cc(NC(=O)Nc3ccc(C(F)(F)F)cc3)ccc2O1	-0.3	-2.3
COc1ccc(NC(=O)N(C)C[C@@H]2Oc3c(NC(=O)Nc4ccc(F)cc4)cccc3C(=O)N([C@@H](C)CO)C[C@@H]2C)cc1	1.0	-0.6
CNC[C@@H]1Oc2ccc(NC(=O)Cn3cnnn3)cc2CC(=O)N([C@@H](C)CO)C[C@H]1C	-0.2	-0.7
CCC(=O)N[C@@H]1CC[C@@H](CCn2cc(CN(C)C)nn2)O[C@H]1CO	0.1	-0.6
COCC(=O)N(C)C[C@H]1Oc2ncc(C3=CCCC3)cc2C(=O)N([C@H](C)CO)C[C@H]1C	0.9	-2.8
C[C@@H](NC(=O)C[C@@H]1CC[C@H](NC(=O)CN2CCOCC2)[C@H](CO)O1)c1ccccc1	-1.0	-3.0
Cc1ccc(S(=O)(=O)Nc2ccc3c(c2)C(=O)N([C@@H](C)CO)C[C@@H](C)[C@H](CN(C)Cc2ccc(C(F)(F)F)cc2)OCCCC[C@@H](C)O3)cc1	1.0	3.9
O=C(NC1CCC1)[C@H]1[C@H](CO)[C@H]2Cn3c(cccc3=O)[C@@H]1N2CC1CCCCC1	1.1	2.1
C[C@@H](NC(=O)C[C@@H]1CC[C@@H]2[C@H](COC[C@@H](O)CN2Cc2cc(F)ccc2F)O1)c1ccccc1	0.0	0.5

Three records drawn at random from those above, as already listed:
SMILES	TcdB inh	Mtb BioA inh
C[C@@H](NC(=O)C[C@@H]1CC[C@@H]2[C@H](COC[C@@H](O)CN2Cc2cc(F)ccc2F)O1)c1ccccc1	0.0	0.5
C[C@H](CO)N1C[C@H](C)[C@H](CN(C)Cc2ccncc2)Oc2c(NC(=O)c3ccncc3)cccc2C1=O	1.1	-4.0
CCC(=O)N[C@@H]1CC[C@@H](CCn2cc(CN(C)C)nn2)O[C@H]1CO	0.1	-0.6

Other results:
SMILES	TcdB inh	Mtb BioA inh
C[C@H](CO)N1C[C@H](C)[C@H](CN(C)S(C)(=O)=O)Oc2ccc(NC(=O)Nc3ccc(F)cc3)cc2CC1=O	0.4	0.5
C[C@@H]1CN([C@H](C)CO)S(=O)(=O)c2ccc(C#C[C@@H](C)O)cc2O[C@@H]1CN(C)C(=O)C1CC1	-10.1	-3.9
O=C(Nc1ccccc1F)N[C@@H]1CC[C@@H](CCNC(=O)C2CCCCC2)O[C@H]1CO	1.9	-0.5
Cc1noc(C)c1NC(=O)N(C)C[C@@H]1Oc2ccc(NS(=O)(=O)c3c(C)noc3C)cc2CC(=O)N([C@H](C)CO)C[C@H]1C	0.8	0.2
C[C@H]1CN([C@@H](C)CO)C(=O)c2cccc(N(C)C)c2O[C@@H]1CN(C)S(C)(=O)=O	-0.2	0.2
Cc1ccc(S(=O)(=O)N(C)C[C@H]2Oc3ccc(NS(=O)(=O)c4c(C)noc4C)cc3CC(=O)N([C@@H](C)CO)C[C@@H]2C)cc1	1.2	-0.1
CN1C[C@H](O)COC[C@H]2O[C@@H](CC(=O)NC3CCC3)CC[C@@H]21	-0.3	1.5
C[C@@H]1CN([C@H](C)CO)C(=O)Cc2cc(NC(=O)C3CC3)ccc2O[C@@H]1CN(C)Cc1ccc(C(=O)Nc2ccccc2N)cc1	1.4	-1.3
C[C@@H]1CN([C@H](C)CO)C(=O)c2cc(NC(=O)Nc3ccc(F)cc3)ccc2O[C@@H]1CN(C)CC1CCCCC1	-12.5	-4.0
Cc1ccc(S(=O)(=O)Nc2ccc3c(c2)C(=O)N([C@@H](C)CO)C[C@@H](C)[C@@H](CN(C)S(=O)(=O)c2c(C)noc2C)O3)cc1	0.2	4.7
COc1ccc(-c2cnc3c(c2)C(=O)N([C@H](C)CO)C[C@H](C)[C@@H](CN(C)Cc2cccnc2)O3)cc1	3.1	4.7
C[C@H](CO)N1C[C@H](C)[C@H](CN(C)C(=O)c2cccnc2)Oc2cc(C#CC3(O)CCCC3)ccc2S1(=O)=O	-0.1	1.6
C[C@@H]1CN([C@@H](C)CO)C(=O)c2cccc(NC(=O)c3ccc(-c4nccs4)cc3)c2O[C@H]1CN(C)Cc1ccncc1	1.3	-1.2
CCCNC(=O)N[C@@H]1CC[C@H](CCn2cc(C3CCCC3)nn2)O[C@@H]1CO	-1.0	0.5
CO[C@@H]1CN(C)C(=O)c2cc(NS(=O)(=O)c3ccccc3C)ccc2OC[C@H](C)NC[C@@H]1C	0.4	1.9
C[C@H](CO)N1C[C@H](C)[C@H](CN(C)C(=O)c2ccc3c(c2)OCO3)Oc2cc(/C=C/c3ccccc3)ccc2S1(=O)=O	-0.4	-3.8
C[C@H](CO)N1C[C@H](C)[C@@H](CN(C)Cc2ccc(Cl)c(Cl)c2)Oc2c(cccc2N(C)C)C1=O	0.1	1.3
C[C@@H]1CCCCO[C@H](CN(C)CC2CCCCC2)[C@@H](C)CN([C@H](C)CO)C(=O)c2cc(NC(=O)Nc3cccc4ccccc34)ccc2O1	1.1	-3.1
CO[C@@H](CN(C)Cc1cc(F)ccc1F)[C@H](C)CN(C(=O)Nc1ccc(F)cc1)[C@@H](C)CO	-1.1	2.3
CO[C@H]1CN(C)C(=O)c2ccc(NS(=O)(=O)c3cn(C)cn3)cc2OC[C@H](C)N(CCC(F)(F)F)C[C@H]1C	-0.5	3.6
O=C([C@H]1[C@H](CO)[C@H]2Cn3c(cccc3=O)[C@@H]1N2CC1CCCC1)N1CCCCC1	2.1	1.1
Cc1ccc(S(=O)(=O)Nc2ccc3c(c2)C(=O)N([C@H](C)CO)C[C@@H](C)[C@H](CN(C)C(=O)Nc2cccc4ccccc24)OCCCC[C@@H](C)O3)cc1	-2.4	-1.6
C[C@@H]1CCCCO[C@H](CN(C)S(C)(=O)=O)[C@H](C)CN([C@H](C)CO)C(=O)c2cc(N(C)C)ccc2O1	-14.4	-0.5
CCCC(=O)Nc1ccc2c(c1)OC[C@@H](C)N(Cc1cccc(F)c1)C[C@H](C)[C@H](OC)CN(C)C2=O	0.1	0.2
O=C(NCC[C@@H]1CC[C@@H](NC(=O)C2CCCCC2)[C@H](CO)O1)c1cnccn1	-0.6	-0.9
C[C@H](CO)N1C[C@H](C)[C@@H](CN(C)Cc2ccccc2)Oc2ccc(NS(=O)(=O)c3cccs3)cc2C1=O	-1.0	-0.5
CC(=O)N(C)C[C@H]1Oc2cc(C#Cc3ccc(F)cc3)ccc2S(=O)(=O)N([C@H](C)CO)C[C@@H]1C	-5.2	-1.6
COc1ccc(NC(=O)Nc2ccc3c(c2)C(=O)N([C@H](C)CO)C[C@H](C)[C@H](CN(C)C(=O)Nc2ccc(OC)cc2)OCCCC[C@@H](C)O3)cc1	-0.9	-4.3
CO[C@@H]1CN(C)C(=O)c2ccc(NS(=O)(=O)C3CCCCC3)cc2OC[C@H](C)NC[C@H]1C	-0.3	0.2
Cc1ccccc1-c1cnc2c(c1)C(=O)N([C@@H](C)CO)C[C@@H](C)[C@@H](CN(C)C(=O)CN(C)C)O2	-2.2	-1.5
CNC[C@H]1Oc2c(NS(=O)(=O)c3cccs3)cccc2C(=O)N([C@@H](C)CO)C[C@@H]1C	-0.8	-0.8
CC(C)NC(=O)N(C)C[C@H]1Oc2ccc(NC(=O)Cc3ccccc3)cc2CC(=O)N([C@@H](C)CO)C[C@H]1C	1.4	-2.4
COc1ccc(CNC(=O)C[C@@H]2C[C@@H]3c4cc(NC(=O)NC5CCCC5)ccc4O[C@@H]3[C@H](CO)O2)cc1	0.5	-1.1
CNC[C@@H]1Oc2c(NC(=O)C3CC3)cccc2C(=O)N([C@H](C)CO)C[C@@H]1C	-2.0	-0.3
COc1ccc(C#Cc2cccc(-c3nc(C(=O)O)cc4c3[C@@H](CCO)N(S(=O)C(C)(C)C)C4)c2)cc1OC (some centres undefined)	-3.1	2.0
Cc1noc(C)c1S(=O)(=O)Nc1ccc2c(c1)C(=O)N([C@H](C)CO)C[C@@H](C)[C@H](CN(C)Cc1ccc(C(F)(F)F)cc1)OCCCC[C@@H](C)O2	1.1	0.1
COc1cccc(CNC(=O)C[C@@H]2C=C[C@H](NC(C)=O)[C@@H](CO)O2)c1	-0.4	-1.7
CCCC#Cc1ccc2c(c1)O[C@H](CN(C)S(=O)(=O)c1cccc(F)c1)[C@H](C)CN([C@H](C)CO)S2(=O)=O	2.9	-2.9
CO[C@@H]1CC[C@@H]2CCN(C)C(=O)[C@H](C)[C@H](OC)CN(C)C(=O)c3cccc(C#N)c3OC[C@H]1O2	-0.6	-0.5
COc1ccc(-c2cn(CC[C@H]3CC[C@H](NS(=O)(=O)c4ccccc4C)[C@H](CO)O3)nn2)cc1	-0.6	5.7
O=C(C[C@@H]1C[C@H]2c3cc(NS(=O)(=O)c4ccc(F)cc4)ccc3O[C@H]2[C@@H](CO)O1)N1CCc2ccccc2C1	-0.4	0.5
C[C@@H]1CN([C@@H](C)CO)C(=O)c2cc(Br)cnc2O[C@H]1CN(C)C(=O)c1ccccn1	0.4	-2.7
C[C@@H]1CN([C@@H](C)CO)C(=O)Cc2cc(NC(=O)C3CC3)ccc2O[C@H]1CN(C)C(=O)NC1CCCCC1	-0.4	0.1
COc1ccccc1-c1ccc2c(c1)O[C@@H](CN(C)CC1CCCC1)[C@H](C)CN([C@@H](C)CO)S2(=O)=O	-0.7	-2.6
O=C(Nc1ccc(Cl)c(Cl)c1)N[C@H]1CC[C@H](CCn2cc(C3CCCCC3)nn2)O[C@@H]1CO	-0.3	1.7
C[C@@H]1CN([C@@H](C)CO)C(=O)c2cc(NC(=O)Nc3ccccc3)ccc2O[C@@H](C)CCCCO[C@@H]1CN(C)C(=O)Cc1ccccc1	-1.8	-1.4
CO[C@@H]1CN(C)C(=O)c2cc(NC(=O)C3CCCCC3)ccc2OC[C@@H](C)N(Cc2nccs2)C[C@@H]1C	0.8	6.1
C[C@@H]1CN([C@H](C)CO)C(=O)c2cc(-c3cccc(C(=O)N(C)C)c3)cnc2O[C@H]1CN(C)S(=O)(=O)c1cccc(F)c1	-1.1	9.6
CCC(=O)N(C)C[C@H]1Oc2cc(/C=C/c3ccccc3)ccc2S(=O)(=O)N([C@@H](C)CO)C[C@@H]1C	5.5	0.6
C[C@H]1CN([C@@H](C)CO)C(=O)Cc2cc(NS(=O)(=O)c3ccc(F)cc3)ccc2O[C@H]1CN(C)Cc1ccccc1	0.4	0.3
CCCN(C)C[C@@H]1OCCCC[C@@H](C)Oc2ccc(NS(=O)(=O)c3c(C)noc3C)cc2C(=O)N([C@H](C)CO)C[C@@H]1C	-8.0	-3.1
CO[C@@H]1CN(C)C(=O)c2ccc(NC(=O)c3cc(C)on3)cc2OC[C@H](C)N(C)C[C@H]1C	-0.8	1.1
C[C@@H]1CN([C@H](C)CO)S(=O)(=O)c2ccc(/C=C/c3ccccc3)cc2O[C@H]1CN(C)C(=O)c1ccccc1	-0.2	0.1
O=C(C[C@H]1C=C[C@@H](NC(=O)c2ccc(F)cc2)[C@H](CO)O1)NCCc1ccncc1	0.8	0.0

Six of the compounds above, in markdown.
| SMILES | TcdB inh | Mtb BioA inh |
| --- | --- | --- |
| Cc1noc(C)c1S(=O)(=O)Nc1ccc2c(c1)C(=O)N([C@H](C)CO)C[C@@H](C)[C@H](CN(C)Cc1ccc(C(F)(F)F)cc1)OCCCC[C@@H](C)O2 | 1.1 | 0.1 |
| C[C@H](CO)N1C[C@H](C)[C@H](CN(C)S(C)(=O)=O)Oc2ccc(NC(=O)Nc3ccc(F)cc3)cc2CC1=O | 0.4 | 0.5 |
| CO[C@@H]1CN(C)C(=O)c2cc(NS(=O)(=O)c3ccccc3C)ccc2OC[C@H](C)NC[C@@H]1C | 0.4 | 1.9 |
| O=C(C[C@@H]1C[C@H]2c3cc(NS(=O)(=O)c4ccc(F)cc4)ccc3O[C@H]2[C@@H](CO)O1)N1CCc2ccccc2C1 | -0.4 | 0.5 |
| C[C@H](CO)N1C[C@H](C)[C@H](CN(C)C(=O)c2cccnc2)Oc2cc(C#CC3(O)CCCC3)ccc2S1(=O)=O | -0.1 | 1.6 |
| COc1ccc(NC(=O)Nc2ccc3c(c2)[C@H]2C[C@H](CC(=O)N4CCCCC4)O[C@@H](CO)[C@H]2O3)cc1 | -0.5 | -1.2 |

From PubChem BioAssay
